Screens from PubChem BioAssay.
TDP1 cell noCPT – qHTS for Inhibitors of human tyrosyl-DNA phosphodiesterase 1 (TDP1): qHTS in cells in absence of CPT. DT40 Tdp1-/- hTDP1 cells, no CPT, ATP luminescence, 48 h. Potency, µM (series often up to 46.2 µM), without a hit: top-dose activity change, negative = growth inhibition, hits mostly inhibitors. 420,000 tested, 15% active. AID 686978, 2013; note: nearly all actives have a fitted effect of over 55% in size
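A cellular qHTS used chicken DT40 cells lacking endogenous Tdp1 but carrying stably transfected human TDP1. Compounds were applied without camptothecin, and cell growth kinetics were judged by ATP-dependent luminescence after ≥48 hr.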
TDP1 inh – blocks human tyrosyl-DNA phosphodiesterase 1. Q9NUW8. recombinant TDP1, AlphaScreen DNA substrate cleavage. Potency, µM (series often up to 130 µM), inactives show top-dose activity change, negative = inhibition, hits mostly inhibitors. 350,000 tested, 0.28% active. AID 485290; note: nearly all actives have a fitted effect of over 40% in size
Target sequence (Q9NUW8 whole entry, looked up): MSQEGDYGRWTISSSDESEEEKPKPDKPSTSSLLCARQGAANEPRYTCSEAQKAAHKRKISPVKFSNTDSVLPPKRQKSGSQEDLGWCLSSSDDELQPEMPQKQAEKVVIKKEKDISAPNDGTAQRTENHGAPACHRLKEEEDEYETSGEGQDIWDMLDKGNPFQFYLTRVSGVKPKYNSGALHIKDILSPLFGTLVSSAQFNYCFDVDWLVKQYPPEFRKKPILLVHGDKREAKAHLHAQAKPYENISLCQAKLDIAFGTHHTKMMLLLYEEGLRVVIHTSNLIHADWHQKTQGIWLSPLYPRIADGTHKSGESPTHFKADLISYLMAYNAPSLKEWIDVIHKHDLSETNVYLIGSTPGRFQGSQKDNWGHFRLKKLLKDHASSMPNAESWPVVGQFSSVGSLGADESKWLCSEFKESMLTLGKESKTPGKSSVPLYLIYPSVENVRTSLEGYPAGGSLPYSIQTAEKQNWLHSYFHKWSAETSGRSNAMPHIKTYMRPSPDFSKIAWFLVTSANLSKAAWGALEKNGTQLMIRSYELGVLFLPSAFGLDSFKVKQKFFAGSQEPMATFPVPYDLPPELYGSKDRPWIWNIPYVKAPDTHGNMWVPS
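Compounds were preincubated with Tdp1 (1 nM final) for 15 min at room temperature before substrate (15 nM final) started a 5 min reaction; beads (10 ug/ml final) were then added for 10 min before AlphaScreen detection.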
GCN5L2 inh – GCN5L2 (KAT2A) acetyltransferase inhibition | Q92830 | GCN5L2 HAT assay, ThioGlo1 CoA-SH fluorescence | Potency, µM (highest dose often 58.9 µM), for inactives: at the top dose activity change, negative = inhibition, hits mostly inhibitors | 390,000 tested, 0.21% active | AID 504327
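Free CoA generated was detected with ThioGlo1 (50uM) fluorescence at Ex340nm/Em540nm, read immediately and after 20 min at room temperature. Enzyme, 20 nM in HEPES pH 7.5 buffer, saw compounds 15 min before adding 75uM H3(1-25) peptide and 70uM acetyl-CoA.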
* = called active by the depositor; ? = inconclusive; nt = no result given; & = joins results of further samples; [ ] = dose if it differs, or a comment. Calls come from the whole dose curve; as a rule, active = well fitted curve in the direction sought with a large enough effect; inconclusive = small, poorly fitted or top-dose-only effect, or another doubt; inactive = no such curve, though single readings can be large; an effect the other way counts as inactive or inconclusive. % is set by controls: 0 for no effect and ±100 for the full control effect; potency is the fitted concentration of half-maximal effect. The list is partial; count on the stated rates, not on these rows.

Values run as follows: TDP1 cell noCPT, TDP1 inh, GCN5L2 inh
COC(=O)Nc1ccc(SCC(=O)c2cccc([N+](=O)[O-])c2)cc1
 : 21µM*, 4%, -8%
COc1cc(C(=O)NC(=S)Nc2nc(-c3ccc(F)cc3)cs2)cc(OC)c1OC
 : -18%, 0%, 2%
CCC1CCCCN1CCCn1c(=S)[nH]c2ccccc2c1=O (stereo unspecified)
 : -13%, 7%, -8%
O=C(CN1CCN(c2ccccc2O)CC1)NC(=O)NCc1ccccc1
 : ?, 2%, -6%
CCN(CC(=O)Nc1ccc(OC)cc1)C(=O)c1ccc2c(c1)NC(=O)CS2
 : -33%, -14%, -11%
Cc1ccc(OCC(=O)N2CCN(C(=O)Cc3ccccc3)CC2)cc1
 : -14%, 2%, -2%
Cc1cccc(C(=O)N[C@H](C(=O)Nc2nccs2)C(C)C)c1
 : -26%, 3%, -3%
COc1cc(C(CC(=O)NCc2ccc(F)cc2)N2Cc3ccccc3C2=O)cc(OC)c1OC (stereo unspecified)
 : 16µM*, 0%, -6%
CCCN(C(=O)c1cccc(S(=O)(=O)N2CCN(C)CC2)c1)c1c(N)n(Cc2ccccc2)c(=O)[nH]c1=O
 : -23%, nt, 1%
Cc1ccc(-c2cn(-c3ccccc3)c3[n+]2CCCS3)cc1
 : 0.37µM*, 1%&0%, 0%&-2%
Cn1c(C(=O)NCc2ccccn2)cc2c(=O)n3ccccc3nc21
 : -23%, 0%, -24%
COc1ccccc1CNC(=O)C1CCC(CNS(=O)(=O)c2cccc3cccnc23)CC1 (stereo unspecified)
 : -20%, -3%, -8%
O=C(O)c1ccc(NC(=O)c2cccc(C(=O)Nc3ccc(C(=O)O)cc3)c2)cc1
 : -8%, nt, 4%
COc1ccc(Br)c(C(=O)NCCC(C)C)c1
 : -19%, 0%, -1%
Cc1noc(C)c1COc1ccccc1C(=O)NCc1ccco1
 : 0%, -6%, -5%
CCc1ccc(OCc2ccc(C(=O)NCc3ccccn3)o2)cc1
 : ?, 5%, -9%
CC1=CN2C(=N)/C(=C\c3cn(CCCOc4ccccc4)c4ccccc34)C(=O)N=C2S1
 : ?, 5%, 2%
Oc1ccccc1C=NC(c1ccccc1)C(O)c1ccccc1 (stereo unspecified)
 : -26%, 5%, -6%
CCc1cccc(C)c1NC(=S)NCC1CCN(c2ccc(OC)cc2)C1 (stereo unspecified)
 : 21µM*, 11%, -17%
Cc1cccc(NC(=O)c2ccccc2OCC(=O)c2ccc(F)cc2)c1
 : -3%, 3%, -1%
O=C(Cc1ccccc1)NCC(=O)Nc1cccc(Br)c1
 : -9%, 2%, -2%
[N-]=[N+]=NCCN1CCN(CCc2ccccc2)CCC1=O
 : -1%, nt, -1%
O=C(CN1C(=O)NC2(CCc3ccccc32)C1=O)Nc1ccccc1C(F)(F)F (stereo unspecified)
 : 4%, 0%, 2%
CC1=C(C(=O)OCc2ccc(C)cc2)C(c2ccccc2C(F)(F)F)CC(=O)N1 (stereo unspecified)
 : 21µM*, 2%, -2%
COc1ccccc1C(=O)c1cc2ccc(O)cc2oc1=O
 : 3%, 5%, -3%
O=C(c1ccccc1)c1ccc(OCC(=O)N2CCOCC2)cc1
 : 8%, 5%, -4%
O=C(N/N=C/c1cccnc1)c1cccc(S(=O)(=O)N2CCCC2)c1
 : -16%, 5%, -10%
CS(=O)(=O)Nc1cccc(-c2nccc(NCc3cccs3)n2)c1
 : -18%, nt, -11%
COC(=O)C(NC(=O)c1ccccc1)(Nc1nc(C)cs1)C(F)(F)F (stereo unspecified)
 : -3%, 3%, 0%
CCOc1ccc(OCC)c(Nc2nc3ccc(Cl)cc3n3cnnc23)c1
 : ?, 3%, -1%

The last two compounds of the part above lead into the next:
Values run as follows: TDP1 cell noCPT, TDP1 inh, GCN5L2 inh
COC(=O)C(NC(=O)c1ccccc1)(Nc1nc(C)cs1)C(F)(F)F (stereo unspecified)
 : -3%, 3%, 0%
CCOc1ccc(OCC)c(Nc2nc3ccc(Cl)cc3n3cnnc23)c1
 : ?, 3%, -1%
Oc1ccc(/C=N/Nc2ccc(C(F)(F)F)cn2)cc1O
 : 2.6µM*, 2%, -13%
COc1ccccc1CNC(=O)c1ccc2c(c1)sc1nc(-c3ccc(F)cc3)cn12
 : 8.2µM*, 3%, -4%
CC(C)C(NS(=O)(=O)/C=C/c1ccccc1)C(=O)NCc1ccc(F)cc1 (stereo unspecified)
 : -18%, -8%[0.0935 µM], 3%
Cc1ccc(-n2ncc3c2CC(C)(C)CC3NC(=O)Cc2c(C)noc2C)cc1 (stereo unspecified)
 : 23µM*, 2%, 1%
CC(C)C(NC(=O)CSCc1ccc([N+](=O)[O-])cc1)C(C)C
 : ?, 5%, -4%
CCn1cc(NC(=O)Nc2ccccc2C(=O)OC)c(C(N)=O)n1
 : -9%, -7%, 0%
O=C(COc1ccc(Br)cc1)N(Cc1ccco1)C1CCS(=O)(=O)C1 (stereo unspecified)
 : 3%, 3%, 1%
CN1C(=O)OC2(C)CCc3ccccc3C12C (stereo unspecified)
 : -7%, 7%, -7%
COc1cc(OC)cc(-n2c(=O)[nH]c3cc(C(=O)NCCc4ccc(C)cc4)ccc3c2=O)c1
 : -4%, 6%, -8%
Cc1ccc(S(=O)(=O)/C(C#N)=C/c2c(N3CCN(Cc4ccccc4)CC3)nc3ccccn3c2=O)cc1
 : -8%, 4%, -19%
O=S(=O)(Nc1ccc(Cl)cc1)c1cccc(S(=O)(=O)c2ccc(Cl)c(Cl)c2)c1
 : ?, 2%, -4%
O=C(NCC1CCCO1)C1c2ccccc2Oc2ccccc21 (stereo unspecified)
 : -11%, -4%, -8%
COCCn1ccc(O)c(Cc2ccc(Cl)cc2)c1=O
 : -3%, 0%, -6%
Cc1ccc2c(c1)c1c(c(=O)n(-c3ccccc3)c(=O)n1CC(=O)NCC1CCCO1)n2C (stereo unspecified)
 : 1%&-23%, -1%&3%, -13%&-4%
CCOC(=O)c1c(NC(=O)c2ccccc2C(=O)O)sc2c1CCCC2
 : -1%, nt, -2%
CCN(C[C@H]1N[C@@](CC)(C(=O)OC)[C@H]2C(=O)N(C)C(=O)[C@@H]12)C(=O)C1CCCCC1
 : -3%, 1%, 2%
COc1cccc(N2CC(NC(=O)C3CCCCC3)CC2=O)c1 (stereo unspecified)
 : -2%, 0%, -3%
Cc1cccc(NC(=O)C[n+]2cccc(C)c2)c1
 : 0%, nt, -8%
O=C(c1ccccc1)N1CCCN(c2nccc(C(F)(F)F)n2)CC1
 : -24%, 9%, 0%
Cc1nc2ccccc2n1CC(O)COc1ccccc1Cl (stereo unspecified)
 : 9.2µM*, -3%, -6%
CC1(C)SCC(C(=O)O)NC1=O (stereo unspecified)
 : -12%, 5%, -10%
COc1ccc(Cl)cc1NC(=O)CN(C)C(=O)c1sccc1-c1ccccc1
 : ?, -2%, -20%
COc1ccc(OCc2nc3c4c(ncn3n2)-c2ccccc2CC42CCCC2)cc1
 : ?, 2%, -6%
COC(=O)C(CC(C)C)NC(=O)c1ccc(F)cc1 (stereo unspecified)
 : -10%, 4%, 2%
COc1cccc(OC)c1NC(=O)NC(=O)c1c(OC)c(Br)cc([N+](=O)[O-])c1OC
 : -30%, 2%, -6%
CC(C)c1ccc(NC(=S)Nc2ccc(OC(F)(F)F)cc2)cc1
 : 23µM*, 8%, -1%
O=C(C1CCCN(Cc2ccccc2)C1)N1CCCCC1 (stereo unspecified)
 : 1%, 2%, -5%
COC(=O)CN(C#N)c1nc(NCc2ccccc2)nc(OC)n1
 : ?, nt, -18%
Cc1ccc(-c2nc(N)n(C(=O)Cc3ccccc3)n2)cc1
 : ?, 9%, 1%
Oc1ccc2ccccc2c1Br
 : ?, 0%, -6%

Arranged by number of heavy atoms (smallest number first): some entries from above.
Values run as follows: TDP1 cell noCPT, TDP1 inh, GCN5L2 inh
Oc1ccc2ccccc2c1Br
 : ?, 0%, -6%
O=C(C1CCCN(Cc2ccccc2)C1)N1CCCCC1 (stereo unspecified)
 : 1%, 2%, -5%
COC(=O)CN(C#N)c1nc(NCc2ccccc2)nc(OC)n1
 : ?, nt, -18%
CCOC(=O)c1c(NC(=O)c2ccccc2C(=O)O)sc2c1CCCC2
 : -1%, nt, -2%
COc1ccccc1CNC(=O)c1ccc2c(c1)sc1nc(-c3ccc(F)cc3)cn12
 : 8.2µM*, 3%, -4%
Cc1ccc2c(c1)c1c(c(=O)n(-c3ccccc3)c(=O)n1CC(=O)NCC1CCCO1)n2C (stereo unspecified)
 : 1%&-23%, -1%&3%, -13%&-4%

Further records.
Structure	TDP1 cell noCPT	TDP1 inh	GCN5L2 inh
CC1(C)Cc2c(c(-c3ccco3)nc3n[nH]c(N)c23)CO1	-21%	-8%	4%
CCc1ccc(C(=O)c2cn(CC(=O)Nc3cc(OC)cc(OC)c3)c3ccc(CC)cc3c2=O)cc1	?	-4%	-24%
CCN1C(=O)c2ccccc2S(=O)c2ccc(C(=O)NCc3ccc(OC)cc3)cc21 (stereo unspecified)	?	1%&3%	2%&-5%
CC(OC(=O)CSc1ccccc1)C(=O)NC1CCCCC1C (stereo unspecified)	-5%	1%	-1%
CCOC(=O)Cc1csc(SCC(=O)Nc2ccc(C)cc2F)n1	15µM*	5%	-1%
O=C(OCc1nnc(-c2ccc(Br)cc2)o1)c1cncc(Br)c1	-12%	3%	-20%
CCN(Cc1ccncc1)Cc1cn[nH]c1-c1cc(OC)c(OC)c(OC)c1	-30%	5%	-1%
COC(=O)c1c(C)oc2ccc(OC(=O)c3cccs3)cc12	2%	nt	-5%
COc1ccc(-c2oc3ccc(-c4cc(OC)c(OC)c(OC)c4)cc3c2-c2ccc(OC)nc2)cc1	12µM*	nt	-1%
CCNc1nnc(SCC(=O)c2cc(C)n(C3CC3)c2C)s1	?	11%	-5%
CCC/C=C1/CCCOC(C(=O)NCc2ccccc2)(C(F)(F)F)C1 (stereo unspecified)	?	-3%	nt
Cc1ccc(NC(=O)COc2ccccc2C=O)cc1Cl	-28%	0%	-3%
COc1cc2ccccc2cc1C(=O)Nc1cc(C)ccn1	?	1%	-5%
CCOC(=O)c1ccc(NS(=O)(=O)c2cc(Br)cc3c2N(C(C)=O)C(C)C3)cc1 (stereo unspecified)	8.2µM*	3%	-1%
Cn1nnnc1SCc1cn2cccnc2n1	-10%	3%	-1%
O=C1CC(SCc2nc3ccccc3[nH]2)C(=O)N1c1ccc(F)c(Cl)c1 (stereo unspecified)	?	6%	0%
S=C(NCc1ccccn1)Nc1ccccc1Cl	?	5%	2%
O=C1Nc2ccccc2N(O)N1c1cc(-c2cccc(Cl)c2)no1	-9%	2%	-29%
COc1ccccc1CCC(=O)Nc1cc(S(=O)(=O)N2CCOCC2)ccc1N1CCCC1	29µM*	8%	-14%
O=C(c1cc(S(=O)(=O)N2CCOCC2)ccc1Cl)N1CCC(Cc2ccccc2)CC1	?	nt	-7%
CC1(C)C(O)CC[C@]2(C)C1CC[C@@]1(C)C2C(=O)C=C2[C@@H]3C[C@@](C)(C(=O)O)CC[C@@]3(C)CCC21C (stereo partly specified)	-4%	12%[56.1 µM]	13%
Cc1cc(N2CCN(C)CC2)nc2ccc(NC(=O)c3cccnc3Cl)cc12	5%	4%	-3%
CC(=O)NCCc1cc2cc(C)c(C)cc2[nH]c1=O	14%	1%	-2%
COC(=O)CSc1nsc(SCC(=O)OC)c1C#N	-19%	1%	2%
CCOC(=O)c1[nH]c(C)c(C(=O)OCC(=O)N(C)C2CCS(=O)(=O)C2)c1C (stereo unspecified)	6%	0%	-5%
Nc1cc(N)nc(SCC(=O)N2CCN(C(=O)c3ccco3)CC2)n1	-1%	-2%	-3%[0.501 µM]
O=C(NCC1CCCO1)c1cn(Cc2ccccc2)nc1-c1ccc(Cl)cc1 (stereo unspecified)	?	-1%	-7%
COc1ccc(-n2c(Cc3cccn3C)nnc2SCC(=O)Nc2ccccc2C)cc1	0%	0%	-1%
Cc1ccc(NC(=O)CCn2cccc2)cc1Cl	-8%	6%	-2%
Cc1cc(N2CCCCC2)nc2ccc(NC(=O)/C=C/c3ccccc3Cl)cc12	10µM*	9%	-14%
CCOC(=O)c1ccccc1NC(=O)CN(c1ccccc1C)S(C)(=O)=O	16µM*	-1%	2%

Single entries from the results shown:
GCN5L2 inh with Cc1ccc(NC(=O)COc2ccccc2C=O)cc1Cl is entered as -3%
GCN5L2 inh with O=C(NCC1CCCO1)c1cn(Cc2ccccc2)nc1-c1ccc(Cl)cc1 (stereo unspecified) is entered as -7%
GCN5L2 inh with CC1(C)C(O)CC[C@]2(C)C1CC[C@@]1(C)C2C(=O)C=C2[C@@H]3C[C@@](C)(C(=O)O)CC[C@@]3(C)CCC21C (stereo partly specified) is entered as 13%
